Assay outcomes as filed in PubChem BioAssay.
TRPC4 PAM: positive allosteric modulators of TRPC4, primary screen, cell-based, mouse TRPC4beta, HEK293 mu-opioid, Fluo-4 calcium | actives 0.42% (n = 310,000) | Short transient receptor potential channel 4 (Mus musculus), Q9QUQ5 | DAMGO EC20, Fluo-4 Ca2+ flux; hits give high values | B-score at 10 µM;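 active = B-score of calcium response area above 5 SD of library B-scores, with initial fluorescence ratio within 5 SD of library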;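 note: B-score of integrated fluorescence ratio over time as area under calcium response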
MrgX1 antag: antagonists of human MrgX1 receptor, primary screen, HEK293 cells, Fluo-4 calcium flux; B-score at 10 µM; BAM8-22 antagonism; hits give low values; actives 1.3% (n = 310,000);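 active = calcium-response B-score plate-corrected more than 3 library SD below zero, starting fluorescence within 5 deviations, no agonist response on first addition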;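 note: peak minus trough fluorescence over baseline after final BAM8-22 challenge near maximal dose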
TRPC4 agonist: activators of mouse TRPC4 channel, primary screen, Fluo4 calcium, HEK293 TRPC4beta/mu-opioid cells. Short transient receptor potential channel 4 (Mus musculus), Q9QUQ5. Fluo4 calcium fluorescence; hits give high values. B-score at 10 µM. actives 0.49% (n = 310,000). AID 2237, 2010;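 active = B-score above 5 SD of library B-scores, and initial fluorescence ratio not above library mean plus 5 SD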;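 note: positive B-score marks a calcium rise read as TRPC4 activation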
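Incubation: 45 min room-temperature Fluo4 loading, 110 s read / System: HEK293 cells stably co-expressing mouse TRPC4beta and mu-opioid receptor / Signal: Fluo4 fluorescence, kinetic / Control set: buffer (low) and maximal DAMGO (high) / Measure: integrated baseline-normalised fluorescence ratio, converted to per-well B score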
MrgX1 agonist: agonists of human MrgX1 receptor, primary screen, HEK293 cells, Fluo-4 calcium flux | AID 588627, 2011 | actives 0.44% (n = 310,000) | Fluo-4 calcium fluorescence, agonist mode; hits give high values | B-score at 10 µM;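 active = calcium response B-score plate-corrected fluorescence ratio at least 3 library SD, with starting fluorescence B-score inside 5 SD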
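Material: MrgX1-expressing HEK293 cells; input: 15,000 cells per well; doses: test compound given as first of three sequential additions; schedule: overnight plating before 1 h dye loading; technique: Fluo-4 NW calcium-flux fluorescence, kinetic read; evaluation: baseline-normalised fluorescence change ratio, B-scored; control set: plate-wise positive and negative controls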
TRPC6 act: mouse TRPC6 channel activators, primary screen, cell-based, HEK293, membrane potential dye | actives 0.13% (n = 310,000) | Short transient receptor potential channel 6 (Mus musculus), Q61143 | HEK293-TRPC6 membrane potential dye fluorescence; hits give high values | B-score at 10 µM;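 active = B-score of the integrated fluorescence ratio above library mean plus 3 SD, and starting fluorescence ratio within library mean plus 5 SD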;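 note: higher score means more depolarization so channel activation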
MrgX1 PAM: positive allosteric modulators of MrgX1, primary screen, HEK293 cells, Fluo-4 calcium flux. B-score at 10 µM. actives 0.63% (n = 310,000). Mas-related G-protein coupled receptor member X1 (Homo sapiens), Q96LB2. FDSS; hits give high values;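 active = plate-corrected calcium response at least 3 library SD above typical, normal starting fluorescence, not activating the receptor alone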;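 note: compound read alongside a low EC10 to EC30 dose of BAM8-22 agonist; peak minus trough fluorescence over baseline measured at the second addition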
TRPC4 block: inhibitors of mouse TRPC4 channel, primary screen, Fluo4 calcium, HEK293 TRPC4beta/mu-opioid cells | DAMGO-evoked Fluo4 calcium flux; hits give low values | Short transient receptor potential channel 4 (Mus musculus), Q9QUQ5 | B-score at 10 µM | actives 0.39% (n = 300,000) | AID 2247, 2010;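 active = B-score over 3 SD under the library average, no early fluorescence shift, positive overall ratio signal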
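Assay system: Stable TRPC4beta/mu-opioid receptor HEK293 cells | Reagent: DAMGO in two steps, submaximal then maximal | Compound dosing: Single concentration per test compound | Signal: Fluo4 Ca2+ flux fluorescence | Evaluation: Per-well B score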
RGS4 block: RGS4 inhibitors, primary screen, cell-based, HEK293 M3R inducible RGS4, calcium flux; Regulator of G-protein signaling 4 (Homo sapiens), P49798; Fluo-4 calcium flux; hits give high values; triggered by carbachol at its EC20; B-score at 10 µM; actives 0.45% (n = 310,000); AID 463165, 2010;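 active = B-score, a plate-corrected calcium signal, over three deviations above library mean, with baseline fluorescence within five deviations of library mean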;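 note: RGS4 expression induced by doxycycline in cells with stable M3 receptor; B-score is computed from the integrated fluorescence ratio over baseline after carbachol; higher B-score means a larger calcium signal and so more RGS4 inhibition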
ANO1 activ: TMEM16A chloride channel activators or potentiators, primary screen, cell-based, HTS; B-score at 10 µM; Anoctamin-1 (Mus musculus), Q8BHY3; HEK293 TMEM16A/YFP-H148Q/I152L, iodide quench fluorescence; hits give low values; actives 0.3% (n = 340,000);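 active = fluorescence-ratio B-score plate-corrected deviation score at least 3 library SD below zero, with starting fluorescence score within 5 deviations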;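 note: channel opened by trigger with iodide after compound preincubation; score built on the fluorescence ratio of max minus min over baseline; more negative score means more quench and so TMEM16A activation or potentiation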
Target sequence (Q8BHY3 whole entry, looked up): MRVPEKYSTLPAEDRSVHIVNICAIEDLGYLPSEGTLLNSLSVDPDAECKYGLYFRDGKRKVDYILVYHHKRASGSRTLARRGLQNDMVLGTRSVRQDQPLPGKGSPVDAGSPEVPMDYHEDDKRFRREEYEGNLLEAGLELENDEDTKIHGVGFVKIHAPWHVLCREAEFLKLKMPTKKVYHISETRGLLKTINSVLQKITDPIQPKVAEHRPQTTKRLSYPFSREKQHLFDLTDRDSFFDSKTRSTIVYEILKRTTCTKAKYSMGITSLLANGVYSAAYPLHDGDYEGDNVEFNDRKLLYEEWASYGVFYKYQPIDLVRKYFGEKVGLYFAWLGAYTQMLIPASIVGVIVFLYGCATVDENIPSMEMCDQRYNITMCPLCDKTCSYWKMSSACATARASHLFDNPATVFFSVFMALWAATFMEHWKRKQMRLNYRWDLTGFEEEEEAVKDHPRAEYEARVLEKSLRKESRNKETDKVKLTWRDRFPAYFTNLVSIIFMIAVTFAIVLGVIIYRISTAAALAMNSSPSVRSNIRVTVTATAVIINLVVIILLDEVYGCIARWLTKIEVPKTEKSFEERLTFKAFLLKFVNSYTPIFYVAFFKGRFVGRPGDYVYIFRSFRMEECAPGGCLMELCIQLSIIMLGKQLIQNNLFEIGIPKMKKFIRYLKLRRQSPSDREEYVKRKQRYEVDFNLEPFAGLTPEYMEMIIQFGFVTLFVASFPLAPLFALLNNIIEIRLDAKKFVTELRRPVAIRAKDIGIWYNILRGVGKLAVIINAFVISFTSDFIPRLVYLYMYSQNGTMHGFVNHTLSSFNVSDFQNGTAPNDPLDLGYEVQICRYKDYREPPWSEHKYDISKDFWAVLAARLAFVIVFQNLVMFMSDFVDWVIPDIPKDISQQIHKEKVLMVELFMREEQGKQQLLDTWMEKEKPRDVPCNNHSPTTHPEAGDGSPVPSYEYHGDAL
ANO1 block: TMEM16A chloride channel inhibitors, primary screen, cell-based, HTS; HEK293 TMEM16A/YFP iodide influx fluorescence, ionomycin; normalized B-score (activity score, 25-100; higher = stronger inhibition) at 10 µM; actives 1.2% (n = 310,000);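 active = ratio plate-corrected score three or more library SD toward inhibition, starting fluorescence score within five deviations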;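 note: score derived from kinetic fluorescence span divided by baseline fluorescence per well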
TRPC6 inhibitor: mouse TRPC6 channel inhibitors, primary screen, cell-based, HEK293, membrane potential dye. ACh-evoked depolarization; hits give low values. B-score at 10 µM. actives 1.1% (n = 310,000). AID 2553, 2010;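 active = B-score under library mean minus 3 SD, initial fluorescence not abnormally high, positive integrated signal ratio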;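 note: B-score derived from integrated fluorescence ratio over the kinetic read; more negative B-score means stronger inhibition of depolarization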
The depositor's hits bear a star; i = inactive; / = not tested or not shown.

item	compound	RGS4 block	ANO1 activ	MrgX1 PAM	TRPC4 agonist	MrgX1 antag	TRPC6 inhibitor	ANO1 block	TRPC4 PAM	TRPC4 block	MrgX1 agonist	TRPC6 act
1	COc1ccc(N2C(=O)C3CCCN3C2c2cccc(Br)c2)cc1 (configuration not stated)	i	i	i	i	i	i	i	i	i	i	i
2	O=C(NCCO)C(=O)Nc1cc2c3c(c1)CC(=O)N3CCC2	i	i	i	i	i	i	i	i	i	i	i
3	Cc1csc(NC(=O)c2cc3c(s2)-c2ccccc2OC3)n1	i	i	i	i	i	i	i	i	i	i	i
4	Cc1cccc(C(C)C)c1NC(=O)C(C)OC(=O)Cn1cnc2c1c(=O)n(C)c(=O)n2C (configuration not stated)	i	i	i	i	i	i	i	i	i	i	i
5	CCOC(=O)c1c(N2CCCCC2)c2ccccc2[nH]c1=O	i	i	i	i	i	i	i	i	i	i	i
6	CCC(C)(C)NC(=O)C(c1cccc(OC)c1OC)N(Cc1ccccc1)C(=O)CCC(=O)Nc1cc(C)on1 (configuration not stated)	i	i	i	i	i	i	i	i	i	i	i
7	CCOC(=O)Cn1c(=O)oc2cc(S(=O)(=O)N3CCn4c3nc3ccccc34)ccc21	i	i	i	i	i	i	i	i	i	i	i
8	CC(/C=C/c1ccccc1)=N/NC(=O)c1cc([N+](=O)[O-])cc([N+](=O)[O-])c1	/	i	i	/	i	/	i	/	/	i	/
9	COc1ccc(NC(=O)Nc2c(C)n(C)n(-c3ccccc3)c2=O)c(OC)c1	i	i	i	i	i	-5*	i	i	i	i	i
10	O=C(CNC(=O)c1cccs1)OCC(=O)c1ccc2ccccc2c1	i	i	i	i	i	i	i	i	i	i	i
11	N#Cc1cnc(SCC(=O)Nc2ccccc2C(F)(F)F)nc1N	i	i	i	i	i	i	i	i	i	i	i
12	O=C(c1cc2ccccc2cc1O)N1CCCC1	i	i	i	i	i	i	i	i	i	i	i
13	CC(C)[C@H](NC(=O)C1CCN(S(=O)(=O)c2ccc(F)cc2)CC1)C(=O)NCc1ccco1	i	i	i	i	i	i	i	i	i	i	i
14	COc1cccc(-c2csc(N3CCN(C(=S)Nc4ccccc4)CC3)n2)c1	i	i	i	i	i	i	i	i	i	i	i
15	CCCCCCCCCCCCOC1OC(CO)C(O)C(O)C1NC(C)=O (configuration not stated)	i	i	i	i	i	i	i	i	i	i	i
16	COc1ccccc1OCCOc1ccccc1/C=N/n1cnnc1	i	i	i	i	i	i	i	i	i	i	i
17	CCOc1cccc(CN2CCCC(N3CCc4cc(OC)c(OC)cc4C3)C2)c1O (configuration not stated)	i	i	i	i	i	i	i	i	i	i	i
18	CCN1/C(=C/c2cc[n+](CCCS(=O)(=O)[O-])c3ccccc23)Sc2ccccc21	i	i	i	i	i	i	i	i	i	i	i
19	C/C(=N\NC(=O)CSc1nc(C)[nH]c1[N+](=O)[O-])c1ccc(F)cc1	i	i	i	i	i	i	100*	i	i	i	i
20	CCOc1cc2c(cc1OCC)C(c1ccccc1)N(c1ccc(C(=O)O)cc1)C(=O)C2 (configuration not stated)	i	i	i	i	i	i	i	i	i	i	i
21	O=[N+]([O-])c1ccc(/C=N/n2cnc3ccccc32)s1	i	i	i	i	i	i	i	i	i	i	i
22	O=C(CSc1nc(=O)n2ccccc2n1)Nc1ccc2c(c1)OCO2	i	i	i	i	i	i	i	i	i	i	i
23	CCOc1cc2sc(N3CCC(C(=O)NCCCN4CCCC4=O)CC3)nc2cc1Br	i	i	i	i	i	i	i	i	i	i	i
24	COc1ccccc1/C=C/C(=O)NCC(=O)N/N=C/c1ccccc1[N+](=O)[O-]	i	i	i	i	i	i	i	i	i	i	i
25	CSc1ccccc1OCc1cc(C(=O)N(C)Cc2cc(C)[nH]n2)no1	i	i	i	i	i	i	i	i	i	i	i
26	CCN(CC)CCCN(C(=O)c1ccccc1F)c1nc(-c2ccc(OC)cc2)cs1	i	i	i	i	i	-7.1*	i	i	i	i	i
27	COc1ccc(C(=O)NC2CCCc3c2cnn3-c2cccc(C)c2C)o1 (configuration not stated)	i	i	i	i	i	i	i	i	i	i	i
28	O=C(NCCc1ccccc1)C1CCN(S(=O)(=O)N2CCCC2)CC1	i	i	i	i	i	i	i	i	i	i	i
29	CC(C)OC(=O)Cn1nnc2c(cnn2-c2ccccc2)c1=O	i	i	i	i	i	i	i	i	i	i	i
30	Cc1ccc(N2C(SCC(=O)O)=NC(=Nc3cccc(C)c3)C23CCCC3)cc1	i	i	i	i	i	i	i	i	i	i	i
31	O=C(CN1CCCCCCC1)N/N=C/c1ccccc1F	i	i	i	i	i	i	i	i	i	i	i
32	Cc1ccc(NC(=O)CSc2nnc(-c3ccncc3)n2N)cc1C	i	i	i	i	i	i	i	i	i	i	i
33	COCCCNC(=S)N1CCN(C)CC1	i	i	i	i	i	i	i	i	i	i	i
34	COC(=O)C1=C(C)NC(=O)/C1=C\c1cccs1	i	i	i	i	i	i	i	i	i	i	i
35	COc1ccccc1CNC(=O)c1ccc(Br)o1	i	i	i	i	i	i	i	i	i	i	i
36	COC(=O)c1cc(Cn2nc(C(=O)O)c3ccccc3c2=O)oc1C	i	i	i	i	i	i	i	i	i	i	i
37	COC(=O)CS(=O)(=O)c1ccc2c(c1)CC(=O)N2	i	i	i	i	i	i	i	i	i	i	i
38	Cc1nn(-c2ccccc2)c(C)c1Cc1ccc(O)cc1	i	i	i	i	i	i	i	i	i	i	i
39	O=C(Nc1ccc2c(c1)OCO2)NC1(C(F)(F)F)Oc2ccccc2O1	i	i	i	i	i	i	i	i	i	i	i
40	CN1CCN(CCCNC(=O)c2cn(C3CCCCC3)c(=O)c3c2c2ccccc2n3C)CC1	i	i	i	i	i	i	i	i	i	i	i
41	O=C(NC1CCS(=O)(=O)C1)c1cc(-c2ccccc2)nc2ccccc12 (configuration not stated)	i	i	i	i	i	i	i	i	i	i	i
42	CCOC(=O)C1CCN(C(=O)COC(=O)c2cc([N+](=O)[O-])ccc2N2CCOCC2)CC1	i	i	i	i	i	i	i	i	i	i	i
43	Cc1ccc(CN2CCSc3ccc(C(=O)NCc4ccco4)cc32)cc1	i	i	i	i	i	i	i	i	i	i	i
44	Cc1ccc(CNC(=O)COc2ccc3c(c2)CCC3)cc1	i	i	i	i	i	i	i	i	i	i	i
45	CCc1sc(N(C(=O)Cc2ccccc2)c2ccc(F)cc2)nc1-c1ccccc1	i	i	i	i	i	i	i	i	i	i	i
46	Cc1ncc([N+](=O)[O-])n1CC(=O)NCCc1ccccc1	i	i	i	i	i	i	i	i	i	i	i
47	Cc1ccc(NC(=O)C(SCC(=O)O)c2ccccc2)cc1C (configuration not stated)	i	i	i	i	i	i	i	i	i	i	i
48	CC(=O)c1ccc(N2CCN(S(=O)(=O)c3cc4[nH]c(=O)c(=O)[nH]c4cc3C)CC2)cc1	i	i	i	i	i	i	i	i	i	i	i
49	Nc1nc(-c2cccs2)cs1	i	i	i	i	i	i	i	i	i	i	i
50	O=C(NCc1cccnc1)c1cccc2c1C(=O)N(C1CCCCC1)C2	i	i	i	i	i	i	i	i	i	i	i
51	Cn1c(CCN2CCCCC2)nc2cc(NC(=O)COc3ccc([N+](=O)[O-])cc3)ccc21	i	i	i	i	i	i	i	i	i	i	i
52	CN(C)S(=O)(=O)c1cccc(NC(=O)COC(=O)CNC(=O)c2ccccc2F)c1	i	i	i	i	i	i	i	i	i	i	i
53	CCOc1ccccc1CN1CCN(Cc2ccc3cc(F)ccc3n2)CC1CCO (configuration not stated)	i	i	i	i	i	i	i	i	i	i	i
54	O=C(NCCNC(=O)c1cc(OCC(F)(F)F)ccc1OCC(F)(F)F)Nc1cccc(C(F)(F)F)c1	i	i	i	i	i	i	i	i	i	i	i
55	O=C(NCc1ccc(F)cc1)C1CCCN1S(=O)(=O)c1cccc2nsnc12 (configuration not stated)	i	i	i	i	i	i	i	i	i	i	i
56	Nc1ccc(Oc2ccc(Br)cc2)cc1	i	i	8.4*	i	i	i	i	i	i	i	i
57	CCOc1ccccc1C1c2[nH]c3ccccc3c2C[C@H]2C(=O)N(C3CCN(Cc4ccccc4)CC3)CC(=O)N12 (some centres not stated)	i	i	i	i	i	i	i	i	i	i	i
58	Nc1ncnc2c1ncn2C1OC(C(=O)NC2CC2)C(O)C1O (configuration not stated)	/	i	i	/	i	/	i	/	/	30*	/
59	Cn1c(CCN2CCN(c3ccc(F)cc3)CC2)nc2cc(NC(=O)c3ccco3)ccc21	i	i	i	i	i	i	i	i	i	i	i
60	CC(C)c1cc(CN2CCN(Cc3ccc(F)c(F)c3)C(CCO)C2)[nH]n1 (configuration not stated)	i	i	i	i	i	i	i	i	i	i	i

Continued:
item	compound	RGS4 block	ANO1 activ	MrgX1 PAM	TRPC4 agonist	MrgX1 antag	TRPC6 inhibitor	ANO1 block	TRPC4 PAM	TRPC4 block	MrgX1 agonist	TRPC6 act
61	O=[N+]([O-])c1ccc(-c2cnc(SC(c3ccccc3)c3ccccc3)[nH]2)cc1	i	i	i	i	i	i	i	i	i	i	i
62	O=C(NCc1cccnc1)c1nn2cccnc2c1Cl	i	i	i	i	i	i	i	i	i	i	i
63	Cc1ccc(-c2cc(C(=O)N3CCOCC3)c3cc(C)ccc3n2)cc1	i	i	i	i	i	i	i	i	i	i	i
64	O=C(CSc1nc2ccc(N3CCOCC3)cc2c(=O)n1CCc1ccccc1)NCC1CCCO1 (configuration not stated)	i	i	i	i	i	i	i	i	i	i	i
